From PubChem BioAssay
HSP90 refold inh – HSP90 inhibitors, primary screen, cell lysate, luminescence; Heat shock protein HSP 90 (rabbit reticulocyte lysate; luciferase refolding); Rabbit reticulocyte lysate, luciferase refolding luminescence, 3 h; inhibition, % at 5.6 µM; 290,000 compounds, 0.91% hits; AID 1789, 2009;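 active means inhibition above the screen-wide mean plus 3 SD, computed separately per campaign, cut at about 16% in these data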;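 further: 0% = DMSO wells and 100% = 60 µM geldanamycin wells; inhibitors lower the luminescence because luciferase stays unfolded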
IEC-6 cytotox – cytotoxicity in IEC-6 intestinal epithelial cells, primary screen, cytotoxicity control for KLF5 inhibitor project, cell-based, luminescence | inhibition, % at 5 µM | 290,000 compounds, 0.78% hits | IEC-6 cytotoxicity, luminescence viability; in the data active means inhibition above about 22%;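 further: 0% = plate median of test compound wells and 100% = cytotoxic reference compound wells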
HSF-1 act – HSF-1 activators, primary screen, NIH3T3-HGL cells, MG132 stress, luminescence, single point; NIH3T3-HGL HSF-1 luciferase reporter, 8 h; 100% = twice DMSO control signal; activation, % at 9 µM; 300,000 compounds, 1.7% hits; AID 504408, 2011;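 active means mean replicate activation of at least 50% with a set share of replicates each reaching 50%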;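 further: 0% = median of the neutral control wells and 100% = twice that signal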
Platelet DG rel – inhibitors of platelet dense granule secretion, primary screen, cell-based, MLPCN, human platelets; human platelet-rich plasma, SFLLRN dense granule ATP release, luminescence; inhibition, %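 (compounds screened at 7.5 µM in platelet-rich plasma)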; 300,000 compounds, 0.22% hits; AID 1663, 2009;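 active means mean replicate score, as percent of positive control, at or above 50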
HIF act – HIF pathway transcriptional activators, primary screen, cell-based, U2OS HRE-luciferase, luminescence; U2OS HRE-luciferase reporter; normalized: DMSO 0%, desferrioxamine 100%; activation, % at 7.5 µM (by protocol); 300,000 compounds, 0.32% hits; AID 1910, 2009;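 active means mean activation of at least 10% of the iron chelator positive control signal, with at least half of replicates also reaching 10%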
HDAC3 inhib – HDAC3 deacetylase inhibitors, primary screen, biochemical, fluorescence, cell-free homogeneous. Histone deacetylase 3 (Homo sapiens), O15379. recombinant HDAC3, fluorogenic peptide/trypsin coupled. inhibition, % at 8.3 µM. 320,000 compounds, 0.15% hits; in the data active means inhibition above about 26%, passing the limit was not always enough
Target sequence (O15379 whole entry, looked up): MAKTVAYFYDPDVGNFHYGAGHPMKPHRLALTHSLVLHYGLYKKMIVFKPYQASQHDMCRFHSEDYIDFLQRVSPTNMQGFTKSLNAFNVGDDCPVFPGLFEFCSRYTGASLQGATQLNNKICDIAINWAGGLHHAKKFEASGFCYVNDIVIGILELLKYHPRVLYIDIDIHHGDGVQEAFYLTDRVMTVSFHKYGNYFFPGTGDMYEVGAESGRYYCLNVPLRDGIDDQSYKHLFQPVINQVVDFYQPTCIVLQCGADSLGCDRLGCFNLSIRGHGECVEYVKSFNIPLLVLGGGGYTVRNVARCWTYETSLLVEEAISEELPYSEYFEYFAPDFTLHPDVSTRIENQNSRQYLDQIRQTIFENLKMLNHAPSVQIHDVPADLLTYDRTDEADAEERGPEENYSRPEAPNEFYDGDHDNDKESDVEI
aSyn UTR inh – MLPCN primary screen, SNCA 5' untranslated region; alpha-synuclein 5'UTR reporter, inhibitor activity; inhibition, % (tested at 7.5 µM); 300,000 compounds, 0.82% hits; AID 1813, 2009; in the data active means inhibition above about 60%;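 further: H4 neuroglioblastoma cells stably carrying SNCA 5'UTR luciferase fusion; 0% = DMSO wells and 100% = positive control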
KLF5 inhibitor – KLF5 expression inhibitors, primary screen, DLD-1 cells, luminescence. 290,000 compounds, 0.23% hits. inhibition, % at 5 µM. DLD-1 KLF5 promoter-luciferase reporter;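 active means inhibition above a per-plate limit of that plate's mean compound inhibition plus 3 SD, cut at about 60% in these data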;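 further: 0% = DMSO wells and 100% = LY294002 at 200 µM; higher means less KLF5 promoter-driven luciferase light; inactives centre near -14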
AI-2 QS modul – Vibrio harveyi AI-2 quorum sensing modulators, primary screen, JMH597 strain, luminescence/OD600 ratio; Vibrio harveyi JMH597 AI-2 luminescence/OD600 ratio, 9 h; stronger effect = lower value; strain lacks LuxN and CqsS sensors; 0 = neutral-control median; activity change, % at 7.5 µM; 300,000 compounds, 0.4% hits; AID 2094, 2009; in the data active means activity change below about -75%, passing the limit was not always enough;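 further: luminescence divided by OD600 gain over 9 h not by final OD600 alone; inactives centre near 13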
HSF1 inh – HSF1 inhibitors in luciferase reporter cells, primary screen, cell-based, NIH3T3, luminescence. activity change, negative = inhibition, % at 7.5 µM (by protocol). AID 2098, 2009. 300,000 compounds, 0.77% hits. NIH3T3-HGL HSE-luciferase, MG132-induced, luminescence 8 h; stronger effect = lower value;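 active means more than half of replicate wells show activity change below -50%, luminescence cut by over half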;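 further: luciferase reports HSF-1 transcriptional activity via heat shock element; 0% = median of DMSO wells and -100% = zero luminescence signal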
* hit, by the source's call; . = no result given.

The first three compounds, ahead of the listing:
SMILES | HSP90 refold inh | IEC-6 cytotox | HSF-1 act | Platelet DG rel | HIF act | HDAC3 inhib | aSyn UTR inh | KLF5 inhibitor | AI-2 QS modul | HSF1 inh
N#Cc1cccc(NC(=O)COC(=O)C2CCC2)c1 | . | . | -0.1 | 4.5 | 0.2 | 7.5 | -18.0 | . | 33.0 | -5.2
Brc1c(CSc2nnc(-c3ccco3)o2)nc2ccccn12 | -1.6 | -0.6 | 48.6 | -2.5 | 0.6 | 3.5 | -31.8 | -21.0 | 14.4 | 17.3
Cc1sc2nc(C)n(/N=C/c3ccccc3O)c(=O)c2c1C | -0.8 | 0.8 | -5.0 | 1.5 | -0.2 | -3.6 | 44.7 | -3.9 | 6.4 | -1.0

This part in full, repeating the preview:
SMILES | HSP90 refold inh | IEC-6 cytotox | HSF-1 act | Platelet DG rel | HIF act | HDAC3 inhib | aSyn UTR inh | KLF5 inhibitor | AI-2 QS modul | HSF1 inh
N#Cc1cccc(NC(=O)COC(=O)C2CCC2)c1 | . | . | -0.1 | 4.5 | 0.2 | 7.5 | -18.0 | . | 33.0 | -5.2
Brc1c(CSc2nnc(-c3ccco3)o2)nc2ccccn12 | -1.6 | -0.6 | 48.6 | -2.5 | 0.6 | 3.5 | -31.8 | -21.0 | 14.4 | 17.3
Cc1sc2nc(C)n(/N=C/c3ccccc3O)c(=O)c2c1C | -0.8 | 0.8 | -5.0 | 1.5 | -0.2 | -3.6 | 44.7 | -3.9 | 6.4 | -1.0
CC(C)N1C(=S)SC(C)(C)C1NO (centres undefined) | 2.2 | 0.1 | 20.9 | -9.3 | 0.4 | 6.4 | -15.2 | -19.5 | 31.6 | 4.3
CC(C)CCN1C(=O)CC(NNC(=O)c2ccc(S(=O)(=O)N3CCCC3)cc2)C1=O (centres undefined) | -1.0 | -7.7 | 7.6 | -4.6 | 0.0 | -6.4 | -5.6 | -17.0 | 13.9 | -4.9
O=C(CSc1nccc(=O)[nH]1)N1CCOCC1 | 0.2 | -0.9 | 34.1 | 2.4 | -1.5 | -1.7 | 3.0 | -10.5 | 26.9 | -0.3
COc1cccc(C2CC(c3cccc(OC)c3)n3nc(N)nc3N2)c1 (centres undefined) | -4.3 | -3.8 | 21.1 | 5.8 | 0.2 | -2.4 | 8.5 | 3.8 | 10.5 | 1.6
CCC(C)(C)n1nnnc1C(c1cc2cc(C)cc(C)c2[nH]c1=O)N1CCN(C(=O)c2ccco2)CC1 (centres undefined) | -7.8 | -12.1 | . | -3.2 | 0.4 | 4.0 | 40.5 | -7.1 | 13.1 | .
CN(C)c1ccc(N2C(=O)CC(Nc3ccc(N4CCOCC4)cc3)C2=O)cc1 (centres undefined) | -3.0 | -2.4 | . | . | . | -6.3 | . | -8.0 | 31.9 | .
CSc1ncc(CN2CCN(C(C)C)C(CCO)C2)cn1 (centres undefined) | -3.9 | 0.0 | -5.2 | 5.1 | 0.1 | . | 5.5 | -20.6 | -0.5 | -2.5
O=C(NCCCN1CCCCC1)C1CC(=O)N(CCc2ccccc2)C1 (centres undefined) | -2.2 | 0.6 | -8.6 | -5.8 | 0.2 | 9.7 | -2.6 | -7.6 | 7.3 | -1.3
COc1ccc(N(CC(=O)NCCSc2ccccc2)S(=O)(=O)c2ccccc2)cc1 | 0.2 | -10.5 | 0.4 | 9.8 | -0.7 | -7.4 | -0.3 | 0.4 | 36.5 | 2.9
CC(C)OCCCN1CC(=O)N2C(c3ccccc3)c3[nH]c4ccccc4c3C[C@H]2C1=O (some centres undefined) | 1.5 | -1.2 | 0.1 | -2.9 | 1.0 | 4.7 | 12.8 | -3.0 | -7.7 | 3.4
CC(C)(C)C(=O)Nc1ccnn1C1CCN(C(=O)c2cccc(Cl)c2)CC1 | -4.5 | -3.6 | -0.6 | 8.2 | 0.6 | 6.1 | -8.0 | -22.1 | 7.6 | -5.1
CC(=O)N1CCN(CC(O)COc2ccc(OCc3ccccc3)cc2)CC1 (centres undefined) | -3.1 | -6.9 | -5.9 | -1.4 | -0.1 | -0.6 | -2.9 | -18.3 | 23.6 | -3.2
CN(C)/N=C/c1c(O)ccc2ccccc12 | -1.4 | -5.1 | 0.4 | 10.6 | 0.3 | 2.2 | -25.8 | -4.2 | 9.8 | 2.2
COC(=O)C1=NNC2C(=O)N(C3CCCCC3)C(=O)C12 (centres undefined) | 0.1 | -4.3 | -7.0 | 1.1 | 0.4 | 8.1 | 8.5 | -9.3 | 10.0 | -1.6
COC(=O)CSc1ccc(-c2nc3ccc(C)cc3[nH]2)cn1 | 0.5 | -4.1 | -16.4 | 1.8 | 1.1 | -5.8 | -18.4 | -13.0 | 20.3 | -1.5
O=C(C1=C[C@H](c2ccc(C(F)(F)F)cc2)C[C@H](OCc2ccc(CO)cc2)O1)N1CCOCC1 | -0.9 | -1.9 | -2.6 | 19.4 | -3.2 | -6.8 | 16.3 | -1.1 | 29.6 | -4.8
COc1ccccc1NC(=S)N1CC(C)(C)C1=O | 3.4 | -5.2 | 36.9 | 2.8 | 0.5 | -0.9 | 2.2 | -15.4 | 1.8 | -1.7
COc1ccc(N(CC(=O)NC2CCCCCC2)S(=O)(=O)c2ccc(C)cc2)cc1OC | -0.1 | -3.9 | 34.9 | -4.8 | -0.4 | -0.9 | 19.9 | -9.3 | 7.0 | 13.1
CCOC(=O)Cc1csc(NC(=O)CSc2nnnn2-c2ccc(C)c(C)c2)n1 | 0.6 | -0.1 | 8.2 | 1.1 | -0.1 | -2.3 | 21.0 | 7.1 | 3.2 | 5.9
S=C(NCc1ccc2c(c1)OCO2)NC1CCN(Cc2ccccc2)CC1 | 12.5 | -0.6 | -30.5 | 3.0 | -0.3 | 2.9 | -7.6 | -14.7 | 3.9 | -23.6
CC1CCCCN1C(=O)COc1ccc(NC(=O)c2ccco2)cc1 (centres undefined) | -0.2 | -2.6 | . | -13.9 | 0.5 | -2.5 | -32.9 | 36.2 | 42.0 | .
CC(/C=C/c1ccc2c(c1)OCO2)=N/NC(=O)CNc1ccc(C)cc1 | 2.6 | -6.2 | 1.0 | -10.0 | -54.6 | 5.3 | -61.8 | 7.5 | -4.7 | -7.2
Remaining list, next part
SMILES | HSP90 refold inh | IEC-6 cytotox | HSF-1 act | Platelet DG rel | HIF act | HDAC3 inhib | aSyn UTR inh | KLF5 inhibitor | AI-2 QS modul | HSF1 inh
CCOc1ccc(CN(C(=O)c2cc3ccccc3oc2=O)C2CC2)cc1 | -0.5 | -3.3 | 7.5 | 1.4 | 0.0 | -0.2 | -23.4 | 3.1 | 12.7 | -2.0
CC1(C)CC(=O)C(CC(=O)Nc2cc(C(F)(F)F)ccc2Cl)C(=O)C1 | -1.6 | -0.4 | 29.7 | -5.6 | -0.4 | 6.4 | 1.3 | -12.4 | -4.8 | 16.8
O=C(CN1C(=O)COc2ccccc21)c1cccc(Cl)c1 | 0.6 | 1.1 | 15.1 | 2.1 | -0.2 | -2.4 | 20.0 | 3.5 | -5.4 | 6.6
CCN(C(=O)CCc1nc(-c2ccccc2F)no1)c1cc(OC)ccc1OC | 1.2 | 4.4 | 16.6 | -12.7 | -1.0 | . | 18.4 | 3.5 | 27.1 | 5.3
CCCCN(C)CCCNC(=O)c1cc(-c2cccs2)nc2ccccc12 | -2.5 | 5.7 | 15.5 | 2.6 | -0.5 | -52.9 | -12.5 | -24.5 | 4.8 | -10.2
COC(=O)C1=C(C)OC(N)=C(C#N)C1c1ccc(OC)c(CSc2ccccn2)c1 (centres undefined) | 1.2 | 0.6 | 8.6 | -7.9 | -0.8 | 3.4 | 1.0 | 2.9 | 5.3 | 3.0
COCc1cc(C)n(CC(=O)Nc2cccc(C)c2)c(=O)c1C#N | 2.0 | 3.9 | 2.0 | -9.7 | 0.1 | 2.1 | 4.3 | 1.4 | 2.5 | 2.6
CC(C)(CO)NS(=O)(=O)c1ccc2c(c1)oc(=O)c1cc(S(=O)(=O)NC(C)(C)CO)ccc12 | -1.8 | 0.7 | 2.8 | -18.7 | 0.1 | -2.6 | 12.6 | 2.8 | 20.3 | -3.3
COc1cc(NS(=O)(=O)c2ccc(NC(=O)COc3cccc(C)c3)cc2)nc(OC)n1 | -3.3 | 3.9 | -11.4 | -6.1 | 0.5 | 3.6 | -6.1 | -15.1 | 17.7 | -2.6
COC(=O)c1cc2sc(Cl)cc2n1CC(=O)NCCC(C)C | 1.7 | -4.5 | -2.8 | -9.6 | 0.5 | -3.8 | -36.7 | -47.2 | 2.9 | -11.3
COc1ccc(-c2[nH]ncc2CN2CCN(C3CCCCC3)C(=O)C2)cc1F | 1.2 | -4.8 | 56.3* | -4.9 | -0.3 | 5.9 | 13.4 | 19.7 | -19.6 | 21.1
CCCN1CCN(CCCNC(=O)c2cc3c(s2)-c2ccccc2OC3)CC1 | 2.2 | 2.4 | -24.5 | -4.2 | 0.1 | -185.2 | 4.8 | -29.8 | 9.3 | 1.8
COc1cc(O)c(C(CCN2CCCCC2)c2ccc(N(C)C)cc2)c(OC)c1 (centres undefined) | . | . | -2.9 | -2.8 | 0.5 | -4.0 | -5.1 | . | -1.4 | -0.5
CO/N=C/C(C#N)=C/c1ccc(OC)c(OC)c1 | -2.5 | 1.8 | 10.6 | 1.4 | 0.0 | 7.4 | 10.8 | -11.8 | 2.9 | 7.8
Cc1cc(=O)[nH]c(SCC(=O)Nc2nc(-c3ccccc3)c(-c3ccccc3)o2)n1 | -0.4 | 1.2 | 9.7 | 1.6 | 0.7 | -6.9 | -1.2 | -13.7 | 16.7 | 2.2
CC(=O)Nc1ccc(S(=O)(=O)NCCNC(=O)c2ccccc2F)cc1 | 2.6 | 5.0 | -4.9 | 3.0 | -0.1 | 12.1 | -12.0 | -27.8 | 21.7 | -8.6
CC(=O)c1c(C)[nH]c(C(=O)COC(=O)CCSc2ccccc2)c1C | -1.6 | 1.1 | 5.9 | 0.5 | -0.4 | 5.4 | -16.7 | 8.8 | 15.3 | 5.7
COc1ccc(/C=N/NC(=O)CCC(=O)Nc2ccc(Br)cc2)c(OC)c1 | -2.2 | -2.5 | -13.6 | -7.2 | 0.6 | 2.5 | -16.6 | -34.0 | 25.5 | -1.4
COC(=O)CCCC1=CC2=CC(=O)C(C)(OC(=O)c3cccs3)C(=O)C2=CN1c1ccc(OC)cc1 (centres undefined) | . | . | -16.2 | -5.4 | -2.5 | 6.6 | -1.6 | . | 32.5 | 1.0
CSc1nsc(SCc2ccc(F)cc2)n1 | -0.6 | 5.2 | 14.1 | -7.7 | 0.2 | 5.6 | -26.4 | -15.9 | -14.7 | 4.3
OCCC1CN(Cc2cnc(-c3ccc(Cl)cc3)nc2)CCN1C1CCCC1 (centres undefined) | -1.7 | -0.7 | -0.1 | -3.6 | 0.2 | . | -15.2 | 5.1 | 1.0 | -12.0
Cc1noc(C)c1S(=O)(=O)Nc1ccc(O)c2c(=O)cc(-c3ccccc3Cl)oc12 | . | . | 24.6 | 0.4 | -0.1 | 5.9 | 4.0 | . | 22.4 | -1.3
Cc1cccc(C)c1NC(=O)CN(C)C(=O)C1CCN(c2ncnc3sc(C)c(C)c23)CC1 | . | . | -16.0 | -8.9 | 0.6 | 1.2 | -5.3 | . | 19.7 | -5.0
